High-throughput results from PubChem BioAssay.
GLP-1R agonist = GLP-1 receptor (human) agonism. 380,000 tested, 0.007% active. Potency, µM (doses to about 45.6 µM), without a hit: at the top dose activation, hits mostly activators. HEK293 GLP-1R CRE-luciferase, luminescence, 4-6 h; cells express a hypersensitive GLP-1R form. P43220; note: potency is the fitted concentration of half-maximal effect; % of control where 0% means no effect
GLP1R cytotox = cytotoxicity in counter-screen for GLP-1R inverse agonists | HEK293 cAMP-luciferase reporter cells, luminescence, 24 h | 410,000 tested, 0.13% active | AID 624418 | Potency, µM (highest dose often 38.3 µM), for inactives: top-dose activity change, negative = inhibition, usual class: inhibitors;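 note: loss of luciferase light is scored as toxicity; potency is the fitted concentration of half-maximal effect; % is set by controls: 0 for no effect and ±100 for the full control effect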
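Here, cytotoxicity is scored as loss of luminescence. The MLSMR collection was tested on cells seeded in medium containing 10% Nu serum, with a 24 hr compound exposure preceded by 12 hours of culture.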
PI5P4Ka inh = blocks human PI5P4K alpha kinase activity; P48426; PI5P4Kalpha enzyme, ADP-Glo luminescence, 60 min; stronger effect = lower value; max response, %; 330,000 tested, 1.2% active; AID 652105; active = max response of -50% or lower; inconclusive = between -30% and -50%; inactive = -30% or higher; note: value at the top dose of about 77 µM; % is set by controls: 0 for no effect and ±100 for the full control effect
Target sequence (P48426 whole entry, looked up): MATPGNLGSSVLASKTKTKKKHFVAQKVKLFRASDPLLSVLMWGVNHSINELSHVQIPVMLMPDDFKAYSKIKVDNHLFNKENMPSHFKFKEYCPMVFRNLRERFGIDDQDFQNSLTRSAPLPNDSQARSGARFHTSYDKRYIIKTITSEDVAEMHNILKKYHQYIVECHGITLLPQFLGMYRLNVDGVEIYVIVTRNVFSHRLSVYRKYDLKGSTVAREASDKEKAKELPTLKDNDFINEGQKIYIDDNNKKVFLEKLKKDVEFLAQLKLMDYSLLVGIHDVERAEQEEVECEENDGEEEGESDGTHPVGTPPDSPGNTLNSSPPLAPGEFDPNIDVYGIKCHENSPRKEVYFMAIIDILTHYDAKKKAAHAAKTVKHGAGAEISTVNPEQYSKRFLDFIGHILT
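Single end-point luminescence (ADP-Glo) quantified ADP from PI5P4Kalpha turnover; ATP 5 microM final, 1 h at RT, 0.1% CHAPS and 0.28 mM EGTA in HEPES pH 7.4.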
EPAC1 ag = agonists of human EPAC1; Potency, µM (doses to about 154 µM), without a hit: top-dose activation, most hits filed as activators; O95398; 360,000 tested, 0.073% active; EPAC1 agonist qHTS, biochemical assay; response scale: 100% = response to 6.5 mM cAMP; note: potency is the fitted concentration of half-maximal effect; nearly all actives have a fitted effect of over 60% in size
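EPAC1 100 nM, Rap1B–BODIPY-GDP 250 nM, unlabeled GDP 50 uM; compound titration; 5 min RT; kinetic read ex480/em540 at 5-min intervals ×30 min; data normalized to 6.5 mM cAMP agonist control.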
PTHR1 agonist = activates the human parathyroid hormone receptor PTHR1. Potency, µM (doses to about 115 µM), inactives show at the highest dose activation, hits mostly activators. 410,000 tested, 0.075% active. HEK293 GP2 PTHR1 cells, GloSensor cAMP luminescence, 1 h; note: potency is the fitted concentration of half-maximal effect; nearly all actives have a fitted effect of over 55% in size; some results filed as inactive show a strong effect at the top dose; inactives centre near -15; many of its hits are not listed in these tables
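HEK-293-derived GP2 cells expressing PTHR1 and a GloSensor cAMP reporter, 3,000/well, plated overnight, given luciferin plus IBMX (each 0.5 mM as added) for 1 h at 37 °C, then compound for 1 h at 37 °C. Luminescence was read after 15 min at room temperature.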
EPAC1 antag = EPAC1 (human) antagonism; EPAC1 GEF assay, Rap1b-BODIPY-GDP exchange fluorescence; AID 720709; 360,000 tested, 0.14% active; Potency, µM (series often up to 115 µM), inactives show top-dose activity change, negative = inhibition, hits mostly inhibitors; O95398;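 note: potency is the fitted concentration of half-maximal effect; plate controls were vehicle for no effect and positive control for full effect; nearly all actives have a fitted effect of over 50% in size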
GLP-1R inv ag = GLP-1 receptor (human) inverse agonism. P43220. HEK293 GLP-1R CRE-luciferase, luminescence, 24 h; GLP-1R form is constitutively active. Potency, µM (titrated, usually from 38.3 µM), without a hit: at the highest dose activity change, negative = inhibition, hits mostly inhibitors. 410,000 tested, 1.6% active. AID 624417; note: potency is the fitted concentration of half-maximal effect; % is set by controls: 0 for no effect and ±100 for the full control effect; nearly all actives have a fitted effect of over 55% in size
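GLP-1R inverse agonism mode: basal reporter luminescence in engineered HEK293 cells measured after one day of compound exposure at 37 deg C, with a 12 min room-temperature detection step.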
IL2 activator = IL-2 activation; AID 652025; activation, % (series mostly up to about 46 µM); IL-2 activation reporter assay, cell-based qHTS; stimulated with anti-CD3/CD4/CD28 beads; in transgenic mouse T cells; 360,000 tested, 0.065% active; in the data active = activation above about 50%; inconclusive = mostly about 30% to 49%; note: 0% is about no effect
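Readout: EGFP and DsRed signals by fluorescent plate cytometry. Unstimulated transgenic mouse T cells received compound 60 min before antibody-bead stimulation, then incubated 18 h at 37 degrees C.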
PLK1 PBD inh = inhibitors of human PLK1 polo-box domain binding. 360,000 tested, 2.8% active. P53350. AID 720504. Potency, µM, without a hit: max response, negative = inhibition, most hits filed as inhibitors. Plk1 PBD binding of FITC phosphopeptide, fluorescence polarization; note: potency is the fitted concentration of half-maximal effect; series mostly up to about 57 µM; % is set by controls: 0 for no effect and ±100 for the full control effect; nearly all actives have a fitted effect of over 65% in size
Target sequence (P53350 whole entry, looked up, the tested form may be a part): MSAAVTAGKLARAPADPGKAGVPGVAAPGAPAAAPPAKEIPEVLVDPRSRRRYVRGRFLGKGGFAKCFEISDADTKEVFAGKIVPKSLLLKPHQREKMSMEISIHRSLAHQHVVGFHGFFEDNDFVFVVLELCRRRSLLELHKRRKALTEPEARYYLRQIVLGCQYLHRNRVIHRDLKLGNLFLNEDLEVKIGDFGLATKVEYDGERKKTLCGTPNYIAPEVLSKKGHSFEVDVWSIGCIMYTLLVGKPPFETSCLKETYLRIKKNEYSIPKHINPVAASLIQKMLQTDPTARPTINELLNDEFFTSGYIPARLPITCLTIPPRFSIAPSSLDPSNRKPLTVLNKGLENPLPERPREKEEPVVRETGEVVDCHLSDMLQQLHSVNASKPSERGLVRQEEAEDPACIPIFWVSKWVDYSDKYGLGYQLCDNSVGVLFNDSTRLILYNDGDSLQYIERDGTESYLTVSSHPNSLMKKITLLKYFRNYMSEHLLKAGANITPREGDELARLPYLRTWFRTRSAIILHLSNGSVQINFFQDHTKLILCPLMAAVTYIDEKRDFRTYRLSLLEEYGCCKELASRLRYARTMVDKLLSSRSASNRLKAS
The depositor's hits bear a star; i = inactive; ? = inconclusive; · = not tested or not shown; & = joins results of further samples; [ ] = remark or other dose. Unless noted, calls come from the whole dose curve; as a rule, active = well fitted curve in the direction sought with a large enough effect; inconclusive = small, poorly fitted or top-dose-only effect, or another doubt; inactive = no such curve, though single readings can be large; an effect the other way counts as inactive or inconclusive. The list is partial; the hit share may differ from the screen's.

No. | Structure | PLK1 PBD inh | GLP-1R agonist | GLP-1R inv ag | PTHR1 agonist | IL2 activator
1 | CCOC(=O)C1(C)CCCN(C(=O)c2ccc(N(C)C)cc2)C1 (stereo not drawn) | -6% | -5% | 2% | i | 1.9
2 | CC1(C)Cc2cccc(OCC(=O)OCC(=O)Nc3ccc(S(N)(=O)=O)cc3)c2O1 | 4% | 10% | 16% | -24% | 0.2
3 | O=C1NC(=S)S/C1=C\c1ccc(SCc2ccccc2)o1 | 27µM* | -9% | -29% | -37%[inhibitor] | 0.1
4 | COC(=O)/C(=C\C=C\c1ccccc1)NC(=O)c1ccccc1 | 13µM* | 6% | -3% | i | 1.6
5 | CCN(CCn1cccn1)Cc1cn[nH]c1-c1ccc(OC)cc1F | 5% | 7% | -15% | i | -0.9
6 | Cc1csc(NC(=O)CSc2nncn2C)n1 | 1% | 1% | 32% | -3% | 1.7
7 | Cc1ccc(C(=O)COC(=O)CSc2cccc3cccnc23)c(C)c1 | ? | 16% | ? | i | -1.3
8 | CCc1noc(C)c1C(=O)OC(C)C(=O)NCc1ccc(OC)cc1 (stereo not drawn) | -5% | 8% | 9% | -7% | 2.8
9 | O=C(O)/C=C\C(=O)Nc1ccccc1C(=O)NCc1ccccc1 | ? | 11% | ? | -7% | -0.5
10 | CCCOc1cccc(C2c3c(oc4cc(C)c(C)cc4c3=O)C(=O)N2CCCN2CCOCC2)c1 (stereo not drawn) | · | -1% | -19% | i | ·
11 | CC1CCCCN1C(=O)CNCc1ccc(F)cc1 (stereo not drawn) | 0% | 11% | 6% | i | -3.5
12 | CC(=O)Nc1ccc2c(c1)nc1n2CCOC1 | -2% | -7% | -2% | -11%[57.5 µM] | -3.0

No. | EPAC1 ag | EPAC1 antag | GLP1R cytotox | PI5P4Ka inh
1 | -3% | -2% | 2% | 2
2 | 1% | 3% | -16% | 1
3 | 19% | 22µM* | 3%[1.53 µM] | -77*
4 | 3% | -24% | 13% | -54*
5 | -8% | 0% | -3% | -5
6 | -10% | 4% | 17% | 5
7 | 9% | -6% | ? | 7
8 | 10% | -28% | 4% | 1
9 | -11% | -14% | 2% | 1
10 | · | · | -10% | ·
11 | 1% | -16% | 0% | -7
12 | -2% | 6% | 8% | ·

More structures follow:
No. | Structure | PLK1 PBD inh | GLP-1R agonist | GLP-1R inv ag | PTHR1 agonist | IL2 activator
13 | Nc1cccc2c3c(oc12)CCCC3 | 3% | -1% | 20% | i | 0.9
14 | COC(=O)Cn1nnc(N2CCOCC2)n1 | -5% | 7% | 5% | -12% | -1.0
15 | CN(CC(=O)Nc1cccc(F)c1)C(=O)C1CSC2(C)CCC(=O)N12 (stereo not drawn) | -15% | 2% | 13% | 4% | -2.6
16 | COc1ccc(-c2ccnc3ncnn23)cc1 | -8% | 6% | 3% | -11% | 3.3
17 | COc1ccc(C(=O)NC(C)c2ccncc2)cc1S(=O)(=O)N(C)Cc1ccccc1 (stereo not drawn) | -9% | 9% | 5% | -6% | -0.4
18 | CC(=O)N1C[C@H]2CON(C)[C@H]2C[C@H]1c1ccc(-c2ccccc2)cc1 | -11% | 7% | 8% | -21% | -0.9
19 | Cc1ccc(C(=O)NCCONC(=O)c2ccc(C)cc2)cc1 | 0% | 2% | 5% | i | 4.8
20 | Cc1onc(-c2c(F)cccc2Cl)c1C(=O)NCc1ccco1 | -1% | -19% | -14% | i | 0.7
21 | C[C@H](CO)N1C[C@H](C)[C@@H](CN(C)Cc2ccc3c(c2)OCO3)Oc2ccc(NS(C)(=O)=O)cc2C1=O | -11% | 0% | 10% | -1% | 0.2
22 | COc1ccc(-c2ccc(S(=O)(=O)n3nc(OC(=O)c4cccs4)cc3N)cc2)cc1 | -21% | -4% | -7% | -23% | -1.2
23 | CCSC(=O)N=Nc1ccc(O)cc1 | 27µM* | -3% | ? | -3% | 1.4
24 | Cc1ccc(S(=O)(=O)N2C[C@@]3(O)Cn4c(=O)ccc(=O)n4C[C@@]3(OC(=O)NCc3ccccc3F)C2)cc1 | -13% | -4% | 16% | -15% | -0.7

No. | EPAC1 ag | EPAC1 antag | GLP1R cytotox | PI5P4Ka inh
13 | -7% | -1% | -12% | -1
14 | 11% | 17% | 6% | 1
15 | -3% | 7% | 0% | 0
16 | -1% | -4% | 1% | -10
17 | 5% | -6% | -13% | 4
18 | 18% | 17% | -4% | -1
19 | 10% | -6% | -4% | -1
20 | 2% | 4% | 0% | 1
21 | -3% | -5% | 3% | -2
22 | -3% | -7% | -4% | 0
23 | -33%[inhibitor] | -17% | ? | ?
24 | -5% | 0% | -1% | -7

Complete entries, looked up by structure. Order of screens: PLK1 PBD inh, GLP-1R agonist, GLP-1R inv ag, PTHR1 agonist, IL2 activator, EPAC1 ag, EPAC1 antag, GLP1R cytotox, PI5P4Ka inh
`COC(=O)Cn1nnc(N2CCOCC2)n1` is listed as -5%, 7%, 5%, -12%, -1.0, 11%, 17%, 6%, 1
`CN(CC(=O)Nc1cccc(F)c1)C(=O)C1CSC2(C)CCC(=O)N12` (stereo not drawn) is listed as -15%, 2%, 13%, 4%, -2.6, -3%, 7%, 0%, 0

Just EPAC1 ag and IL2 activator (2 entries from above):
nr	SMILES	EPAC1 ag	IL2 activator
16	COc1ccc(-c2ccnc3ncnn23)cc1	-1%	3.3
17	COc1ccc(C(=O)NC(C)c2ccncc2)cc1S(=O)(=O)N(C)Cc1ccccc1 (stereo not drawn)	5%	-0.4

(next part)
No. | Structure | PLK1 PBD inh | GLP-1R agonist | GLP-1R inv ag | PTHR1 agonist | IL2 activator
25 | COC(=O)c1ccc(NC(=S)NN2CCCCC2c2cccnc2)cc1 (stereo not drawn) | -8% | 8% | ? | i | 0.3
26 | COc1cc(OC)cc(-n2nnnc2SCC(=O)NCCc2ccc(OC)c(OC)c2)c1 | -5% | 18% | 18% | -19% | -0.1
27 | COCCNC(=O)c1ccc(N2CC3CC(C2)c2cccc(=O)n2C3)c(NC(=O)c2ccccc2Br)c1 (stereo not drawn) | 0% | 15% | 2% | -21% | -2.8
28 | CCOC(=O)N1CCN(C(=O)C[C@@H]2C[C@@]3(C(=O)OCC)CCC=C3N(Cc3cccc4ccccc34)C2=O)CC1 | -3% | -2% | ? | -33% | -0.3
29 | C/C(=N\O)C(=O)OC1CC(C)CCC1C(C)C (stereo not drawn) | -9% | -3% | ? | -8%[57.5 µM] | -2.5
30 | CC(C)OC(=O)c1cc(=O)[nH]c2ccccc12 | 1% | 5% | 63%[activator] | i | 1.0
31 | Cn1c(CNC(=O)c2ccc(F)cc2)nc2ccccc21 | 27µM* | -2% | 19% | i | 3.9
32 | Cc1ccc(NC(=O)c2c(C(=O)Nc3ccccc3)sc3nc(C)cc(=O)n23)cc1 | -4% | 4% | 12%&8% | -7%&-20% | -0.1
33 | Cn1c(N)c(C(=O)COc2ccc(Cl)cc2Cl)c(=O)n(C)c1=O | -4% | 11% | 2% | i | 0.5
34 | CCOC(=O)COc1ccc(S(=O)(=O)c2ccc(OCC(=O)OCC)cc2)cc1 | -3% | 0% | -7% | -4%[57.5 µM] | -1.5
35 | O=C(CSc1ccc2nnc(-c3ccccc3)n2n1)N1CCCc2ccccc21 | -1% | -10% | 17% | i | 0.0
36 | C=CCSc1nsc(NC(=O)Nc2cccc(C(C)=O)c2)n1 | 1% | 2% | ? | -43%[inhibitor] | -4.3

No. | EPAC1 ag | EPAC1 antag | GLP1R cytotox | PI5P4Ka inh
25 | -3% | 11% | -12% | -2
26 | 11% | 9% | -13% | 0
27 | -8% | 10% | 1% | 0
28 | 5% | -11% | -8% | 9
29 | -7% | -14% | ? | 10
30 | -1% | -12% | -3% | -4
31 | -2% | -5% | -13% | -9
32 | 0% | 7% | 10%&15% | 2
33 | 2% | -9% | -2% | 0
34 | 9% | -8% | 8% | ·
35 | 7% | -2% | -4% | -7
36 | -2% | -4% | -25% | -2

Fetched by structure from the entries so far (2):
No. | Structure | PLK1 PBD inh | GLP-1R agonist | GLP-1R inv ag | PTHR1 agonist | IL2 activator
27 | COCCNC(=O)c1ccc(N2CC3CC(C2)c2cccc(=O)n2C3)c(NC(=O)c2ccccc2Br)c1 (stereo not drawn) | 0% | 15% | 2% | -21% | -2.8
26 | COc1cc(OC)cc(-n2nnnc2SCC(=O)NCCc2ccc(OC)c(OC)c2)c1 | -5% | 18% | 18% | -19% | -0.1

No. | EPAC1 ag | EPAC1 antag | GLP1R cytotox | PI5P4Ka inh
27 | -8% | 10% | 1% | 0
26 | 11% | 9% | -13% | 0

Further results.
No. | Structure | PLK1 PBD inh | GLP-1R agonist | GLP-1R inv ag | PTHR1 agonist | IL2 activator
37 | O=[N+]([O-])c1cc(S(=O)(=O)Nc2ccccc2)ccc1NCc1ccccc1 | 0% | -6% | ? | -2% | -0.3
38 | CCn1cc([N+](=O)[O-])c(C(=O)N2N=C(c3ccc4ccccc4c3)CC2c2ccccc2O)n1 (stereo not drawn) | -16% | 0% | ? | -16% | 0.0
39 | CC(C)(C)NC(=O)C(c1ccccc1)n1c(=O)c(-c2ccco2)nc2ccccc21 (stereo not drawn) | ? | · | 2% | i | 0.0
40 | N#Cc1cc(-c2ccccc2)cn(Cc2c(Cl)cccc2Cl)c1=O | -5% | -10% | -19% | -11% | 2.6
41 | O=C(c1noc2c1CCCC2)N1CCc2ccccc2C1 | 0% | 23% | -5% | -2% | 0.7
42 | Cc1cc(CNC(=O)C2CCC(=O)N(CCc3ccc(Cl)cc3)C2)no1 (stereo not drawn) | 3% | -1% | 19% | -25% | 1.0
43 | CCOc1ccc(S(=O)(=O)NCCc2cn3ccccc3n2)cc1 | -16% | -3% | 7% | 6% | -3.4
44 | COC(=O)c1ccc(NS(=O)(=O)c2ccc(Cl)cc2)o1 | -20% | -3% | 9% | i | 3.1

No. | EPAC1 ag | EPAC1 antag | GLP1R cytotox | PI5P4Ka inh
37 | 7% | 4% | 4% | 14
38 | 4% | 0% | ? | -5
39 | -2% | -25% | 7% | -54*
40 | 9% | 4% | -10% | ·
41 | -3% | -11% | -1% | 0
42 | -22% | -2% | 12% | -5
43 | 8% | -7% | -3% | 4
44 | -3% | -9% | 9% | 6
